pAkt inh – blocks phosphorylation of Akt; Neuro2A IGF-stimulated pAkt S473 HTRF, 20 min; hits give low values; actives 0.32% (n = 360,000); activity change, % for hits at 50 µM; AID 651550; in the data active means activity change below about -80%; inconclusive means mostly about -51% to -80%; further: on the % scale 0 is the no-effect control and ±100 the full control effect
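Neuro2A cells (4,500/well, DMEM with 0.5% FBS) were treated with compound at a single 50 µM final concentration, stimulated with 6 nM IGF for 20 min at 37 °C, and lysed. Phospho-Akt Ser473 was read by HTRF as 665/615 ratio ×10^4.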
EPAC2 antagonist – EPAC2 (human) antagonism. actives 0.18% (n = 360,000). Potency, µM (highest dose often 114 µM), without a hit: top-dose activity, negative = inhibition, hits mostly inhibitors. EPAC2 GEF exchange of Rap1B-BODIPY-GDP, fluorescence. Q8WZA2; further: potency means the concentration at half of the fitted maximal effect; on the % scale 0 is the no-effect control and ±100 the full control effect; nearly all actives have a fitted effect of over 45% in size; many of its hits are not listed in these tables
DRD3 antagonist – blocks the human D3 dopamine receptor; D3R cells, DiscoveRx beta-arrestin luminescence, antagonist mode; hits give low values; max response, negative = inhibition, %; actives 2.5% (n = 360,000); in the data active means max response below about -50%; inconclusive means no clear call, values can overlap the other calls; further: on the % scale 0 is the no-effect control and ±100 the full control effect; mostly tested at two doses, the higher about 12 µM
Target sequence (P35462 whole entry, looked up): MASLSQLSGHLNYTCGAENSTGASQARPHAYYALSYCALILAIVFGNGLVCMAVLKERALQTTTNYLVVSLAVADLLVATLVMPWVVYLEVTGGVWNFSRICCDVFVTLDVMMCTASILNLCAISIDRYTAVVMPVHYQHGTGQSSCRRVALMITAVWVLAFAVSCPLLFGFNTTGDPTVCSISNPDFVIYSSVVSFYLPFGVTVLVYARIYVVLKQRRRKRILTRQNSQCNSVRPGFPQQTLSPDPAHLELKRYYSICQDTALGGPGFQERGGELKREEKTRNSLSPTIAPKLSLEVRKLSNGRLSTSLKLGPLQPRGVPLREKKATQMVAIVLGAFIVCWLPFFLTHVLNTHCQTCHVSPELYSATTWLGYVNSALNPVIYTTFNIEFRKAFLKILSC
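Cells plated overnight at 1500 cells/well, then exposed to library compounds with dopamine controls for 90 minutes at 37 degrees C. DiscoveRx reagent added for 30–60 minutes at room temperature; luminescence read, quantitative HTS format.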
PTHR1 agonist – PTHR1 (human) receptor agonism | actives 0.075% (n = 410,000) | HEK293 GP2 PTHR1 cells, GloSensor cAMP luminescence, 1 h | Potency, µM (top dose mostly 115 µM), for inactives: top-dose activation, hits mostly activators | Q03431; further: potency means the concentration at half of the fitted maximal effect; nearly all actives have a fitted effect of over 55% in size; some results filed as inactive show a strong effect at the top dose; inactives centre near -15; many of its hits are not listed in these tables
Target sequence (Q03431 whole entry, looked up): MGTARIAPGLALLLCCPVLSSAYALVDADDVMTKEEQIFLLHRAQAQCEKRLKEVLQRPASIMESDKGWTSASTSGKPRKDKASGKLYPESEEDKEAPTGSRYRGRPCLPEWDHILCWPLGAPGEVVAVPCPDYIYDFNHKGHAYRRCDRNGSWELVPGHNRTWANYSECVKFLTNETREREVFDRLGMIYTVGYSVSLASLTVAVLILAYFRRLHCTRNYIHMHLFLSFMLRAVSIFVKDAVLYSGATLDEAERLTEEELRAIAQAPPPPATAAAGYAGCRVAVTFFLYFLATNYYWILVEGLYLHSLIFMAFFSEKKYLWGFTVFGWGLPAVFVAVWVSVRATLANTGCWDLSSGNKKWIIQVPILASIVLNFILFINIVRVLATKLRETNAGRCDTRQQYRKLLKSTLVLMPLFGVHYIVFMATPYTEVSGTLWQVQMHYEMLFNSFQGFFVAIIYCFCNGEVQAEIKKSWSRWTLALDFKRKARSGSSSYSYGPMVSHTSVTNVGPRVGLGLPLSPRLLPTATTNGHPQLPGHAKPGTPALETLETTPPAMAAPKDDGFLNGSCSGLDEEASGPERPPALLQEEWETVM
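HEK-293-derived GP2 cells expressing PTHR1 and a GloSensor cAMP reporter, 3,000/well, plated overnight, given luciferin plus IBMX (each 0.5 mM as added) for 1 h at 37 °C, then compound for 1 h at 37 °C. Luminescence was read after 15 min at room temperature.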
MmCpn inh – inhibitors of Methanococcus maripaludis chaperonin (MmCpn). purified Mm-Cpn ATPase, ADP Transcreener TR-FRET. Potency, µM (top dose mostly 76.9 µM), inactives show top-dose activity, negative = inhibition, actives largely listed as inhibitors. actives 0.031% (n = 330,000). AID 504842; further: potency means the concentration at half of the fitted maximal effect; on the % scale 0 is the no-effect control and ±100 the full control effect; nearly all actives have a fitted effect of over 80% in size
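Purified archaeal Mm-CPN (25nM final) preincubated 10 min at 37degC with compound, then 10uM ATP for 30 min at 37degC; ADP measured by HTRF Transcreener TR-FRET; buffer 30 mM TRIS pH 7.4, 100mM KCl, 5mM MgCl2, 1mM DTT.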
CCT modulator – modulators of cytosolic chaperonin (CCT/TRiC) activity; AID 651819; actives 0.3% (n = 360,000); activity change, % (no concentration beside the values), hits read low; purified chaperonin ATPase assay, HTRF ADP detection, 30 min; in the data active means activity change below about -30%; further: on the % scale 0 is the no-effect control and ±100 the full control effect
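TRiC at 40 or 20 nM final (batch-dependent) in 30 mM Tris pH 7.4, 100 mM KCl, 5 mM MgCl2, 1 mM DTT, with compound at single 76 uM and 10 uM ATP, 30 min at 37 deg C. ADP detected by HTRF Transcreener, 665/615 ratio.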
EPAC2 ag – agonists of human EPAC2 (RAPGEF4); Q8WZA2; EPAC2 activation, biochemical qHTS; response scale: 100% = 6.5 mM cAMP response; Potency, µM (series often up to 154 µM), for the others: at the top dose activation, actives largely listed as activators; actives 0.079% (n = 360,000); further: potency means the concentration at half of the fitted maximal effect; nearly all actives have a fitted effect of over 50% in size
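Guanine nucleotide exchange by EPAC2 is measured as reduced fluorescence of BODIPY-GDP once it is released from 250 nM Rap1B. Plates are read kinetically for 30 min at room temperature; results are scaled to 6.5 mM cAMP.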
DRD3 agonist – agonists of human D3 dopamine receptor; D3R DiscoveRx beta-arrestin cells, luminescence, 90 min; actives 0.58% (n = 410,000); max activation, %; AID 652048; in the data active means max activation above about 30%; further: 0% is about no effect; mostly tested at two doses, the higher about 12 µM
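Agonist mode: compounds and dopamine controls were applied to plated cells for 90 min at 37 degrees C after an overnight attachment at 1500 cells/well. Luminescent read-out followed 30 - 60 minutes at room temperature with DiscoveRx detection reagent.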
Starred values were filed as active, the others as inactive; i = inactive; ? = inconclusive; nt = not tested or not shown; & = joins results of further samples; [ ] = dose if it differs, or a comment. Unless noted, the call rests on the fitted dose curve; in most records, active means well fitted curve in the direction sought with a large enough effect; inconclusive means small, poorly fitted or top-dose-only effect, or another doubt; inactive means no such curve, though single readings can be large; an effect the other way counts as inactive or inconclusive. Not all compounds are listed. The share of hits here may be higher or lower than overall.

SMILES	pAkt inh	EPAC2 antagonist	DRD3 antagonist	PTHR1 agonist	MmCpn inh	CCT modulator	EPAC2 ag	DRD3 agonist
CCn1c(=O)c2c3c(sc2n2c(=S)[nH]nc12)CCC3	i	?	5	-8%[57.5 µM]	0%	-1.7	8%	2
CCOc1ccccc1N(C(=O)Cn1nnnc1-c1ccc(C)o1)C(CC)C(=O)NC(C)(C)C (centres undefined)	i	-13%	-11	i	0%	-0.9	5%	2
O=C(OCC(=O)N1CCC(Cc2ccccc2)CC1)c1cc(Br)ccc1O	i	2%	1	-86%[inhibitor]	1%	1.4	8%	1
COc1ccccc1N1CCN(C(=O)c2cc(-c3ccccc3)on2)CC1	i	2%	4	-1%	4%	0.4	15%	4
CCOC(=O)c1nnn2c1nc(N1CCN(c3ccccc3)CC1)c1ccccc12	i	-9%	46	-17%	0%	-0.4	11%	8
Cc1ccc(C(=O)C=Cc2ccc3c(c2)OCO3)c(C)c1	i	?	0	-28%	nt	-0.6	13%	-1
O=C(CCN1C(=O)c2ccccc2C1=O)Nc1ccccc1C(F)(F)F	i	-6%	-23	-4%	1%	2.4	-3%	1
O=C(NC1CCCC1)C1CCN(C(=O)c2ccc(Cl)cc2)CC1	i	1%	-8	i	-2%	1.4	1%	0
CCN1C(=O)[C@H]2[C@@H](c3ccc(C)cc3)N3C(=O)N(c4cccc(Cl)c4)C(=O)[C@@]3(C)[C@H]2C1=O	i	-4%	-18	i	-1%	-3.4	-3%	5
CCC(C)(C)NC(=O)C(c1ccc(F)cc1)N(CCOC)C(=O)CCC(=O)Nc1nccs1 (centres undefined)	i	2%	6	-11%	-2%	0.3	-2%	-2
CCc1ccc(OCc2cnc(Cl)s2)cc1	i	-20%	-23	i	-2%	-1.0	9%	0
O=C(Nc1nnc([C@@H]2O[C@H](CO)[C@@H](O)[C@H]2O)s1)Nc1ccccc1C(F)(F)F	i	-5%	6	-17%	nt	0.9	5%	3
O=C(O)c1cc2ccc(O)cc2oc1=O	i	-1%	19	-21%	nt	2.2	3%	-1
CCOC(=O)c1c2c(n(C)c1C)C(=O)C(=O)c1ccc(Br)cc1-2	i	15%	-5	-14%	nt	-3.3	-10%	3
CCC(C)NC(=S)Nc1ccc(F)cc1 (centres undefined)	i	9%	10	-33%[inhibitor]	1%	1.3	-2%	2
OCCN1CCN(CCCN2c3ccccc3CCc3ccccc32)CC1	i	-5%	-125*	i	nt	0.9	5%	-4
CC1CCN(S(=O)(=O)c2cccc(C(=O)NNC(=O)c3ccco3)c2)CC1	i	-27%	0	i	1%	-3.1	5%	2
CC(C)(C)Cc1nnc(NC(=O)c2cc(-c3ccccc3)nc3ccccc23)s1	i	-17%	2	-20%	?	-0.5	3%	5
COc1ccccc1-c1nnc(SC2CCc3ccccc3NC2=O)s1 (centres undefined)	i	-2%	41	i	0%	-3.3	8%	11
O=C(COc1ccccc1[N+](=O)[O-])Nc1cc(Cl)ccc1C(=O)O	i	-11%	-4	-13%	45µM*	-1.1	3%	-4
Cc1ccc(C(=O)Nc2ccccc2C(N)=O)o1	i	-3%	-20	-10%[57.5 µM]	nt	-1.0	11%	1
COCc1c(C#N)c(NCCc2ccccc2)nc(C)c1[N+](=O)[O-]	i	0%	20	-12%	1%	0.3	-7%	-4
COc1ccc(CCNC(=O)CN2C(=O)COc3ccc(S(=O)(=O)N4CCCC4)cc32)cc1OC	i	-6%	-10	i	1%	-1.0	4%	2&9
O=P(O)(CCc1ccccn1)CN1CCOCC1	i	-17%	-11	i	1%	-0.6	-8%	6

Full records from above. Order of screens: pAkt inh, EPAC2 antagonist, DRD3 antagonist, PTHR1 agonist, MmCpn inh, CCT modulator, EPAC2 ag, DRD3 agonist
`CCC(C)NC(=S)Nc1ccc(F)cc1` (centres undefined) is entered as i, 9%, 10, -33%[inhibitor], 1%, 1.3, -2%, 2
`CC(C)(C)Cc1nnc(NC(=O)c2cc(-c3ccccc3)nc3ccccc23)s1` is entered as i, -17%, 2, -20%, ?, -0.5, 3%, 5

Some of the entries so far, with values under each structure:
Under each structure: pAkt inh | EPAC2 antagonist | DRD3 antagonist | PTHR1 agonist | MmCpn inh | CCT modulator | EPAC2 ag | DRD3 agonist
- O=C(Nc1nnc([C@@H]2O[C@H](CO)[C@@H](O)[C@H]2O)s1)Nc1ccccc1C(F)(F)F
  i | -5% | 6 | -17% | nt | 0.9 | 5% | 3
- O=C(O)c1cc2ccc(O)cc2oc1=O
  i | -1% | 19 | -21% | nt | 2.2 | 3% | -1
- CCOC(=O)c1c2c(n(C)c1C)C(=O)C(=O)c1ccc(Br)cc1-2
  i | 15% | -5 | -14% | nt | -3.3 | -10% | 3
- CCC(C)NC(=S)Nc1ccc(F)cc1 (centres undefined)
  i | 9% | 10 | -33%[inhibitor] | 1% | 1.3 | -2% | 2
- OCCN1CCN(CCCN2c3ccccc3CCc3ccccc32)CC1
  i | -5% | -125* | i | nt | 0.9 | 5% | -4
- CC1CCN(S(=O)(=O)c2cccc(C(=O)NNC(=O)c3ccco3)c2)CC1
  i | -27% | 0 | i | 1% | -3.1 | 5% | 2
- CC(C)(C)Cc1nnc(NC(=O)c2cc(-c3ccccc3)nc3ccccc23)s1
  i | -17% | 2 | -20% | ? | -0.5 | 3% | 5

The list continues:
SMILES	pAkt inh	EPAC2 antagonist	DRD3 antagonist	PTHR1 agonist	MmCpn inh	CCT modulator	EPAC2 ag	DRD3 agonist
O=c1oc2cc(Br)ccc2n1CSC1=NCCS1	i	5%	-53*	-11%	0%	1.2	6%	-9
O=C(CSc1nnc(-c2ccco2)o1)NC1CCCCC1	i	24%	-22	i	-2%	-0.9	0%	-10
CC(C)CNC(=O)COC(=O)c1ccccc1OCC(=O)Nc1ccc(Br)cc1	i	-2%	-7	i	-1%	0.0	1%	-7
Nc1no[n+]([O-])c1-c1ccccc1	i	8%	9	i	2%	-2.6	2%	2
Cc1ccc(NC(=O)C2CCCN(C3=NS(=O)(=O)c4ccccc43)C2)c(O)c1 (centres undefined)	i	-5%	2	i	1%	0.3	2%	-1
N#CCCN1CCN(S(=O)(=O)c2cc(Cl)ccc2Cl)CC1	i	4%	-8	i	-4%	-1.3	17%	4
O=C(CSc1nnc(Cc2ccccc2)o1)N1CCCc2ccccc21	i	-1%	-15	-14%[57.5 µM]	-1%	-2.1	19%	-9
Cc1nnc(NC(=O)CSc2nccn2-c2ccc(F)cc2)s1	i	13%	7	i	0%	3.8	-6%	0
COc1ccc(C(=O)COC(=O)C2CC3CCCC(C2)C3=O)cc1Br (centres undefined)	i	-1%	-29	-19%	-17%	0.2	8%	-22
O=C(COC(=O)c1cccc(C(F)(F)F)c1)NCc1ccc(Cl)cc1	i	4%	93	i	2%	-1.2	-6%	2
Cc1ccc(NC(=O)C(C)N2C(=O)c3ccccc3C2=O)nc1 (centres undefined)	i	15%	7	i	2%	-7.4	2%	-2
CCOc1ccc(C(=O)Nc2ccc(C(F)(F)F)n(C)c2=O)cc1	i	17%	25	i	-3%	2.8	2%	2
Cc1ccc2c(ccc(=S)n2C)c1	i	-5%	-6	i	-6%[15.4 µM]	1.2	7%	-9
Cc1ccc(S(=O)(=O)N(C)C)cc1NC(=S)NC(=O)C12CC3CC(CC(C3)C1)C2	i	-3%	2	-18%	1%	0.2	1%	3
Cc1[nH][nH]c(=O)c1C(c1ccc(-c2ccc(F)cc2)o1)c1c(C)[nH][nH]c1=O	i	8%	-8	-24%	-11%	-2.8	4%	-3
CCOc1ccc(-c2cc(NC(=O)c3c(F)cccc3F)c(C(=O)O)s2)cc1	i	-3%	-19	-19%	-4%	-4.1	7%	-14
COCc1nc2ccccc2n1CCCOc1ccccc1	i	6%	16	i	-2%	-0.2	1%	1
COc1ccc(Nc2c3ccccc3nc3ccccc23)cc1	i	-1%	-26	-13%	-4%	-2.3	5%	-8
CCOc1cc(/C=N/Nc2ncc(C)c(=O)[nH]2)ccc1O	i	6%	53	i	4%	1.8	-5%	8
CN(C)c1c(N)c(=O)oc2ccccc12	i	13%	26	-33%[inhibitor]	0%	-1.3	5%	0
CCOC(=O)c1cnc(-n2nc(C)cc2C)nc1Nc1ccc(O)cc1	i	4%	7	-19%	0%	0.1	5%	26
CN(Cc1c(C(=O)N/N=C/c2ccccc2F)nnn1-c1nonc1N)c1ccccc1	i	-10%	32	-23%	0%	-0.9	2%	4
CCOc1ccccc1C1CC(=O)Nc2cc(OC)c(OC)c(OC)c21 (centres undefined)	i	-4%	-12	i	1%	-2.7	-1%	0
C[C@H](O)[C@@H]1C(=O)N2CCc3ccc(-c4ccccc4)cc3[C@@H]2C[C@@H]1N(C)C(=O)NC1CCCCC1	i	-12%	-4	i	nt	-19	10%	-16
COc1ccc(/C=N/NC(=O)CCNc2n[nH]c(=O)[nH]c2=O)c(OC)c1	i	3%	11	i	4%	1.1	2%	4
Cc1ccc(C)c(CNS(=O)(=O)c2c(C(=O)N3CCCC3)c(C)n(C)c2C)c1	i	1%	6	-50%[inhibitor]	-1%	0.2	-3%	1
COc1cccc(Cn2nnc(C(=O)NCc3ccc4c(c3)OCO4)c2N)c1	i	-5%	-10	-10%	3%	-1.4	16%	2
O=C(C1CC1)N1N=C(C2CCCCC2)CC1(O)C(F)(F)F (centres undefined)	i	-11%	2	-18%	-3%	-2.3	4%	0
COc1ccc(NC(=O)CSCC(=O)N(C)CC(=O)Nc2ccc(Cl)c(C(F)(F)F)c2)cc1	i	-20%	-13	-15%	0%	0.5	-5%	5
COc1cc(C)ccc1OCc1cc(C(=O)N(Cc2c(C)nn(C)c2C)C2CC2)no1	i	-3%	16	-18%	1%	-0.1	2%	19
O=C(NC1CCN(Cc2cccc([N+](=O)[O-])c2)CC1)c1ccccc1	i	4%	-11	4%	2%	2.7	8%	-17
CCOC(=O)N1CCN(C(=O)Cn2cnc3ccccc3c2=O)CC1	i	9%	9	-16%	0%	-6.2	14%	2
N#CC1(NC(=O)COC(=O)c2ccc(Cl)nc2)CCCCC1	i	6%	2	-10%	-1%	2.1	-4%	-10

Compound activity deposited in PubChem by National Center for Advancing Translational Sciences (NCATS).
